Kir21 block: inhibitors of mouse Kir2.1 inward-rectifier potassium channel | Inward rectifier potassium channel 2 (Mus musculus), P35561 | HEK293-Kir2.1, FluxOR thallium flux fluorescence; hits give low values | B-score at 10 µM | 310,000 tested, 0.85% active | AID 1672, 2009;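 active = fluorescence ratio B-score at or below minus 3 SD of library scores, with starting-brightness B-score within 2 SD, cut at about -4.2 in these data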;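 also: channel flux triggered by added potassium and thallium sulfate stimulus; B-score of peak minus minimum fluorescence over baseline after thallium stimulus; more negative B-score means stronger Kir2.1 block with less thallium influx; some compounds called inactive have numbers as strong as hits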
Target sequence (P35561 whole entry, looked up): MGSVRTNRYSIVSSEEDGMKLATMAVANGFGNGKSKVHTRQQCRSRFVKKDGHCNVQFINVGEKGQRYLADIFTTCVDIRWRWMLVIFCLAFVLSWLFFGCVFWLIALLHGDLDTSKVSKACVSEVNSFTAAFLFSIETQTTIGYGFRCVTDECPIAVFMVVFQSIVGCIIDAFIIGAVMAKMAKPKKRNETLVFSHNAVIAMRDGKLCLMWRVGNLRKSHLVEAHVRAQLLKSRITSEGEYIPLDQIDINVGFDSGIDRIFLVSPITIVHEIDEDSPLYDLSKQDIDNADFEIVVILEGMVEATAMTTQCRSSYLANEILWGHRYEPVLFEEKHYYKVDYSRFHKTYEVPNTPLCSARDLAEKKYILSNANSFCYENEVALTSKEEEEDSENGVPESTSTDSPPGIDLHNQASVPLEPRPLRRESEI
STK33 kinase inh: inhibitors of purified STK33 kinase, primary screen, biochemical, ADP-Glo luminescence, homogeneous, cell-free | MBP phosphorylation | Serine/threonine-protein kinase 33 (Homo sapiens), Q9BYT3 | AID 2661, 2010 | inhibition, % at 10 µM | 320,000 tested, 0.073% active;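 active = inhibition at or above 25%, using the most active replicate where run in duplicate; inactive = inhibition below 25%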
Target sequence (Q9BYT3 whole entry, looked up): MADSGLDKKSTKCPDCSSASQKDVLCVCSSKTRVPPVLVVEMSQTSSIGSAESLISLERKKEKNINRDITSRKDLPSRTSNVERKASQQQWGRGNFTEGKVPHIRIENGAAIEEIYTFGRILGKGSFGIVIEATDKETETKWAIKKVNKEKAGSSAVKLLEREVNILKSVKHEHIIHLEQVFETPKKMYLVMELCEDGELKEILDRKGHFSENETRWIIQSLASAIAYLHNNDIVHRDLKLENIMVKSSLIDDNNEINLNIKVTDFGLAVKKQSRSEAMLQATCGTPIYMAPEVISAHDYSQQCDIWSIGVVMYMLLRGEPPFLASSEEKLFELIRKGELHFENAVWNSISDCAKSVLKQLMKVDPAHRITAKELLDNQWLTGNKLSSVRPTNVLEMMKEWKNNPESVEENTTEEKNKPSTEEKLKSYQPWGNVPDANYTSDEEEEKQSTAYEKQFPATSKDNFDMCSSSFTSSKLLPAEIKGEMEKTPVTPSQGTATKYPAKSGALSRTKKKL
An asterisk follows results filed as active; . = no result given; & = joins results of further samples. Hits appear at their usual frequency; about 0.84% have a hit in one of these screens.

SMILES | Kir21 block | STK33 kinase inh
OC(COc1ccccc1Br)CN1CCNCC1 (stereo not given) | -0.9 | -1.8
CC(NC(=O)CCc1ccccc1)c1cc2c(cc1Cl)OCCO2 (stereo not given) | -1.9 | -0.2
COc1ccc([N+](=O)[O-])cc1NCc1ccco1 | 0.38 | 0.3
CCC(Oc1ccccc1F)C(=O)NCCN1CCOCC1 (stereo not given) | -1.4 | -0.7
Cc1cccc(C(=O)NNC(=O)C2CCN(C(=O)OC(C)(C)C)CC2)c1 | 0.02 | -1.5
C=CCn1c(=S)[nH]c2ccc(Br)cc2c1=O | 0.02 | -0.7
Cn1c(=O)c2c(nc(N3CCc4ccccc4C3)n2Cc2ccc(Br)cc2)n(C)c1=O | 0.22 | 0.1
O=C(OCn1nnc2ccccc2c1=O)c1ccc(Br)o1 | -0.98 | -1.5
CC(=O)c1cccc(NC(=O)C(CC(C)C)NC(=O)C2CCCCC2)c1 (stereo not given) | 0.09 | -0.8
O=C(O)c1cc(Cl)c(Cl)cc1C(=O)NCc1ccco1 | -0.64 | 0.3
CC(C)N1CCN(CCCc2ccccc2)CC1CCO (stereo not given) | 0.28 | -1.0
O=C(Cc1ccccc1Cl)Nc1nc2ccccc2[nH]1 | -0.09 | -3.3

The results go on.
SMILES | Kir21 block | STK33 kinase inh
CC(=O)c1cc(C#N)c(Oc2cc(C)cc(C)c2)nc1C | -3 | -1.5
O=C(C[n+]1ccccc1)Nc1ccccc1[N+](=O)[O-] | -1.2 | -0.1
OCCC1CN(CC#Cc2ccccc2)CCN1Cc1ccccc1F (stereo not given) | -1.3 | -2.2
COc1cc(NC(=S)Nc2ncccc2C)cc(OC)c1OC | -0.03 | -0.7
Cc1nn(C)c(C)c1C(C)NC(=O)c1cc(COc2cncc(Cl)c2)on1 (stereo not given) | 0.01 | -0.3
COc1ccc(CN(C(=O)c2ccc(-c3ccccc3)[nH]2)C(C(=O)NC(C)(C)C)c2ccncc2)cc1 (stereo not given) | 1.1 | 0.3
O=C(CCCCCN1C(=O)c2cccc3cccc(c23)C1=O)N1CCOCC1 | -0.02 | -0.3
Cc1c(C(=O)Nc2ccc(S(N)(=O)=O)cc2)oc2ccc(Cl)cc12 | -1.1 | 0.3
CCOC(=O)N1CCN(Cc2nc3c(c(=O)[nH]c(=O)n3C)n2Cc2ccccc2C)CC1 | -1.9 | 0.0
COc1ccc(CC(=O)NC2CCN(CC(=O)Nc3ccc4c(c3)OCCO4)CC2)cc1OC | 1.3 | -0.3
COc1ccc(Nc2nc(C(=O)NCCCN3CCOCC3)cs2)cc1 | -3.4 | 0.3
COCC(=O)OCC(=O)N1N=C(c2ccc(Cl)cc2)CC1c1ccco1 (stereo not given) | -0.43 | .

Later entries.
SMILES | Kir21 block | STK33 kinase inh
COc1ccccc1N1C(=O)C2ON(c3ccccc3)C(c3ccc(N(C)C)cc3)C2C1=O (stereo not given) | . | -0.6
O=C(Nc1ccc(N2CCOCC2)cc1N1CCOCC1)c1ccco1 | 0.09 | 5.3
CCn1c(NC(=O)C2CCCCC2)nc2ccccc21 | -1.3 | -1.8
O=C(COC(=O)c1ccccc1NCCO)NCCc1ccccc1 | -0.02 | 0.3
COc1ccc(CCN2C(=O)N(c3ccc(OC)cc3)C(=O)C2CC(=O)Nc2ccc(OC)cc2)cc1 (stereo not given) | -0.54 | -1.4
O=c1c2ccccc2oc2ccc(NCCCn3ccnc3)cc12 | 0.88 | 6.0
COc1cc(C(=O)NCC(=O)N/N=C/c2cccs2)cc(OC)c1OC | -0.08 | -0.9
COc1ccccc1C1(CC(=O)O)CCOC(C(C)C)C1 (stereo not given) | -0.33 | -0.1
Cc1cccc(NC(=O)CO/N=C/c2ccc3c(c2)OCO3)c1 | -0.31 | 0.1
Cn1nnnc1Sc1ncnc2scc(-c3ccc[nH]3)c12 | . | -1.7
CN1CCN(c2ccc(S(=O)(=O)N3CCCCC3)cc2NC(=O)c2cccc([N+](=O)[O-])c2)CC1 | -0.88 | -0.6
Cc1cc(=O)oc2c1c(C)nn2-c1ccc(Br)cc1 | 1.8 | -0.5

(more compounds)
SMILES | Kir21 block | STK33 kinase inh
CSCC(=O)N1CCCC(CO)(CCCc2ccccc2)C1 (stereo not given) | 1.5 | -0.4
CCC1(c2ccc(F)cc2)NC(=O)N(CC(=O)Nc2ccc3c(c2)OCCO3)C1=O (stereo not given) | . | -0.5
COCCN1C(=O)N(c2cccc(C)c2)C(=O)C1CC(=O)Nc1ccc(F)cc1 (stereo not given) | . | -0.2
O=C(CN1CCN(S(=O)(=O)c2ccc(Br)cc2)CC1)Nc1ccccc1F | -1.1 | 1.2
Cc1ccc(CS(=O)(=O)c2ncc(Cl)c(C(=O)Nc3nnc(C(C)C)s3)n2)cc1 | -0.97 | -0.9
O=C(COCc1cc(-c2ccc3c(c2)OCO3)on1)N1CCCCC1 | -0.95 | 1.1
COc1ccc(C(=O)N/C(=C\c2ccco2)C(=O)NCCCn2ccnc2)cc1 | -0.43 | 1.8
CC(C)NC(=O)CSc1nnc(-c2ccc(C(C)(C)C)cc2)n1C | -0.35 | -2.9
Cc1sc(NC(=O)CN(C)C2CCCCC2)nc1-c1ccc2c(c1)CCN2S(=O)(=O)c1ccccc1 | -0.12 | -1.8
CCC(C)[C@H](NC(=O)N1c2ccccc2NC(=O)[C@@H]1C(C)C)C(=O)N[C@@H](Cc1ccccc1)C(=O)O (stereo not given in full) | -0.1 | 0.1
O=C(NCc1ccc(Cl)cc1)c1ccc(-n2cccn2)nc1 | 1.2 | 0.2
CCCCN(CCCC)CP(=O)(c1ccccc1)c1ccccc1 | 0.36 | -0.7

Next records:
SMILES | Kir21 block | STK33 kinase inh
COc1ccccc1C(=O)NN1C(=O)C2C3C=CC(O3)C2C1=O (stereo not given) | 0.58 | 1.3
CCOC(=O)N1CCN(c2nc(C)cc(C(F)(F)F)n2)CC1 | 0.91 | -2.0
O=C(NC1CCN(Cc2ccccc2)CC1)c1ccc2c(c1)[nH]c(=O)n2Cc1ccc(F)cc1 | -1.9 | -0.1
Cc1ccc(S(=O)(=O)N2CCc3c2cc([N+](=O)[O-])cc3[N+](=O)[O-])cc1 | -1.3 | 1.2
Cc1ccc(O)c([C@H](CCN(C(C)C)C(C)C)c2ccccc2)c1 | -2.2&-1.9 | -0.5&-2.0
CC(C)(C)c1csc(NC(=O)CSc2nc3ccccc3c(=O)[nH]2)n1 | 0.04 | -1.2
CC(C)c1cc[n+](-c2nc([O-])sc2C=O)cc1 | 0.95 | -0.9
CC(OC(=O)Cc1ccccc1[N+](=O)[O-])C(=O)NC(=O)NC1CCCCC1 (stereo not given) | 0.01 | -1.2
CCOC(=O)c1sc(NC(=O)CN2CCN(c3ccc(OC)cc3)CC2)nc1C | -0.06 | -0.7
O=C(CSc1nnc(-c2ccncc2)o1)N1CCCC1 | -0.57 | 0.2
COc1ccc(-c2ccc(C(=O)C3CC3)cc2)cc1 | 0.25 | -5.3
CC(C(=O)N1CCN(C(=O)c2ccco2)CC1)N1C(=O)NC2(CCCCC2C)C1=O (stereo not given) | . | -1.2

Structures shown so far with a thiophene ring, fused or not (two):
SMILES | Kir21 block | STK33 kinase inh
COc1cc(C(=O)NCC(=O)N/N=C/c2cccs2)cc(OC)c1OC | -0.08 | -0.9
Cn1nnnc1Sc1ncnc2scc(-c3ccc[nH]3)c12 | . | -1.7

(more compounds)
SMILES | Kir21 block | STK33 kinase inh
CCN(C[C@H]1N[C@@](CC)(C(=O)OC)[C@H]2C(=O)N(C)C(=O)[C@@H]12)C(=O)Nc1ccc(OC)cc1 | . | -0.9
Cc1c(C(=O)N2CCN(Cc3cccs3)CC2)oc2ccccc12 | . | 0.2
Cc1nc(SCC(=O)c2cccs2)c2oc3ccccc3c2n1 | -0.45 | -1.7
CCCCCCCNC(=O)c1cc(-c2ccncc2)nc2ccccc12 | -0.88 | -0.5
COc1cccc(Oc2ccc(C(F)(F)F)cc2NC(=O)CCc2nc3ccccc3c(=O)[nH]2)c1 | 0.92 | 0.1
CC(=O)c1ccc(OC(=O)CCN2c3ccccc3Sc3ccccc32)cc1 | 1.2 | -0.8
CC[C@H](C)[C@H](NC(=O)[C@H](Cc1ccc(O)cc1)NC(=O)[C@@H](N)C(C)C)C(=O)N[C@@H](Cc1cnc[nH]1)C(=O)N1CCC[C@H]1C(=O)N[C@@H](Cc1ccccc1)C(=O)O | -0.18 | 1.5
C[C@]12c3[nH]c4ccccc4c3CCN1C(=O)C(CC(=O)NCc1ccco1)C[C@@H]2C(=O)N1CCCCC1 (stereo not given in full) | . | 0.3
Cc1noc(C)c1NC(=O)Nc1cccc2c1O[C@H](CN(C)C(=O)Nc1ccccc1)[C@@H](C)CN([C@H](C)CO)C2=O | . | -0.1
CN(CC(=O)Nc1ccc(F)cc1)C(=O)C1CCN(S(=O)(=O)c2ccc3c(c2)OCCO3)CC1 | 0.35 | -0.3
COc1ccccc1Cn1c(=O)c2ccccc2n2c(SCc3csc(C)n3)nnc12 | 0.53 | -2.0
COc1ccc(/C=C/c2nc(-c3ccccc3O)n(-c3ccccc3)n2)cc1 | -1.1 | -0.1

The list goes on.
SMILES | Kir21 block | STK33 kinase inh
CCCCN1C(=O)C(O)=C(C(C)=O)C1c1ccc(OC)cc1OC (stereo not given) | 2.7 | 1.8
S=C(NNc1ccnc2cc(Cl)ccc12)Nc1ccccc1Cl | 1.2 | -1.6
Cc1ccc(CN2CCN(Cc3cccc4c3OCO4)CC2CCO)cc1 (stereo not given) | -1.4 | -1.6
ON=C1/C(=N\O)CC2(C/C1=N/O)OCCO2 | 0.11 | -0.2
COc1ccccc1N1CCN(CCCCN2C(=O)C3CCCCN3C2=O)CC1 (stereo not given) | 0.68 | -1.8
CCOC(=O)Cc1c(C)c2c(O)cc(O)cc2oc1=O | -0.35 | 7.0
COCCNc1nc2c(c(=O)n(Cc3cccc(Cl)c3)c(=O)n2C)n1C | 1.3 | -1.4
COc1ccc(NC(=O)C2CCCN(c3ncnc4onc(-c5ccc(F)cc5)c34)C2)cc1 (stereo not given) | -2.5 | -1.5
Cc1cccc(C)c1OCC(=O)Nn1c(C)nc2ccccc2c1=O | -0.24 | 0.0
COc1ccccc1OCCNC(=O)CNC(=O)c1ccc2c(c1)OCO2 | 1.1 | -3.0
CC1CCCCN1C(=O)CSc1nnc(-c2ccccc2F)o1 (stereo not given) | 0.07 | -2.6
Cc1ccc(N(CN2C(=O)C3C4CCC(C4)C3C2=O)C(=O)c2ccco2)cc1 (stereo not given) | 1.1 | -1.6

The listing continues.
SMILES | Kir21 block | STK33 kinase inh
CCc1ccc(OCCCC(=O)NCc2ccco2)cc1 | -0.18 | -0.6
CN(C)c1ccc(C(=O)NC2CCCc3ccccc32)cc1 (stereo not given) | 2.8 | -1.8
COc1ccccc1N1CCN(C(=O)CSc2nnc(NC(=O)C3CCC3)s2)CC1 | -2.5 | -0.8
CCOC(=O)C1CCN(C(=O)CCn2c(=O)[nH]c3ccsc3c2=O)CC1 | . | -5.1
CCOC(=O)/C(=C/c1cn(C)c2ccccc12)NC(=O)c1ccccc1 | 2.3 | -0.8
O=C(COc1ncnc2c(Cl)cc(Cl)cc12)N1CCN(S(=O)(=O)c2ccccc2)CC1 | -0.16 | -0.8
COCc1cc(C)n(CC(=O)OC)c(=O)c1C#N | -0.87 | .
CS(=O)(=O)c1cnc(-c2cccnc2)nc1N | -0.2 | -0.5
Cc1cc(C)c2nc(N3CCOCC3)c(C#N)cc2c1 | 1.7 | -0.9
COc1cccc(C(=O)Nc2ccc(N3CCCC3)cc2)c1 | 1.1 | 12
CCc1cc(C(=O)N2CCCC(C(=O)c3ccc(Cl)cc3)C2)no1 (stereo not given) | -4 | 1.0
C[C@@H](C(=O)Nc1nc2ccccc2s1)N1C(=O)C2CC=CCC2C1=O (stereo not given in full) | -1.7 | -2.9

Full records from above:
Shown for O=C(COc1ncnc2c(Cl)cc(Cl)cc12)N1CCN(S(=O)(=O)c2ccccc2)CC1 → Kir21 block = -0.16; STK33 kinase inh = -0.8
Shown for CCc1ccc(OCCCC(=O)NCc2ccco2)cc1 → Kir21 block = -0.18; STK33 kinase inh = -0.6
Shown for CS(=O)(=O)c1cnc(-c2cccnc2)nc1N → Kir21 block = -0.2; STK33 kinase inh = -0.5

(listing goes on)
SMILES | Kir21 block | STK33 kinase inh
CCn1c(SCC(=O)N2CCCc3ccccc32)nc2cccnc21 | -4.9* | 0.2
O=C(O)c1cccc(-n2cc(-c3cccc(C(F)(F)F)c3)cn2)c1 | 1 | 1.2
Cc1nc2ccccc2c(=O)n1/N=C/c1ccncc1 | 1.4 | 3.1
Cc1ccc2c(CSc3nncs3)cc(=O)oc2c1 | 1.8 | -1.8
C=CCn1cccc(C(=O)Nc2ccc(OCC)cc2)c1=O | 1.1 | -0.3
C(=N\n1cnnc1)/c1ccc2ncccc2c1 | 1.7 | -3.2
CN(C)S(=O)(=O)c1cccc(NC(=S)Nc2ccc(Cl)cc2Cl)c1 | -2.5 | -1.2
NC(=O)C1CC(=O)N(c2ccc(OCC(=O)Nc3cccc(C(F)(F)F)c3)cc2)C1 (stereo not given) | 0.02 | -1.4
